Compound activity (PubChem BioAssay)
GCN5L2 inh: blocks human GCN5L2 histone acetyltransferase; Q92830; GCN5L2 HAT assay, ThioGlo1 CoA-SH fluorescence; Potency, µM (top dose mostly 58.9 µM), for the others: at the highest dose activity change, negative = inhibition, hits mostly inhibitors; 390,000 compounds, 0.21% hits
Target sequence (Q92830 whole entry, looked up): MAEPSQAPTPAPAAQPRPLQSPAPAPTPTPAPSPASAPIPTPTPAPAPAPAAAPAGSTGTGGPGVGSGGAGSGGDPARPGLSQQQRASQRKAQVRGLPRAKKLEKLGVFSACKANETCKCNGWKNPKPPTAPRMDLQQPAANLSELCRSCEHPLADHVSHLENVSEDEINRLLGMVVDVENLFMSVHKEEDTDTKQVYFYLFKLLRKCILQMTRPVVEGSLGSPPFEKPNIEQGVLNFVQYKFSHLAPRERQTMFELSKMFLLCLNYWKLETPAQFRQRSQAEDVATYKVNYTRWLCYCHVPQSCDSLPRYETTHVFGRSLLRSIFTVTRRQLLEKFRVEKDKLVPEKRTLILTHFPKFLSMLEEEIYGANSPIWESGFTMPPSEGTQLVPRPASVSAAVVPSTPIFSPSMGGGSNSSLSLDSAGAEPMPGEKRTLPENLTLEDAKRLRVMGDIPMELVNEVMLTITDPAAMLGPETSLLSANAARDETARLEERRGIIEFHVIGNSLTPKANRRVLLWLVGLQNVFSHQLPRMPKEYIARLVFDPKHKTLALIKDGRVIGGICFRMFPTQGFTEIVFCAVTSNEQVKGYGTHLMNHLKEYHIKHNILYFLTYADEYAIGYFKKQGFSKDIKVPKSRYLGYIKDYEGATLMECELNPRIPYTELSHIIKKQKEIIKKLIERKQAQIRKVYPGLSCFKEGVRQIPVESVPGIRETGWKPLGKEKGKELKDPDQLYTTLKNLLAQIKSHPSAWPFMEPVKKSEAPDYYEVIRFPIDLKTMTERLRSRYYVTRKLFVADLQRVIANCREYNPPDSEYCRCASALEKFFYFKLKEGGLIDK
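GCN5L2 (20 nM) in 50mM HEPES pH 7.5, 0.1mM EDTA, 0.01% Tween-20 preincubated 15 min with compounds at room temperature. Reaction started with H3(1-25) 75uM, acetyl-CoA 70uM, ThioGlo1 50uM; CoA-thiol fluorescence (Ex340/Em540) read at 0 and 20 min.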
FEN1 inhibitor: human FEN1 inhibition. P39748. Recombinant FEN1 flap cleavage, fluorescence, 15 min. Potency, µM (top dose mostly 114 µM), for inactives: at the highest dose activity change, negative = inhibition, hits mostly inhibitors. 390,000 compounds, 0.35% hits. AID 588795; further: nearly all actives have a fitted effect of over 65% in size
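In this screen, 50 nM flap DNA substrate was added to 10 nM FEN1 pretreated with compound for 15 min at room temperature; cleavage was followed with reads at 0 and 15 min, and Hill fitting gave concentration–response parameters.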
N370S GC mod: inhibits or activates N370S mutant glucocerebrosidase; N370S GC spleen homogenate, 4MU-glucoside fluorescence; P04062; Potency, µM (titrated, usually from 59.4 µM), without a hit: top-dose activity change, negative = inhibition, most hits filed as inhibitors; 330,000 compounds, 0.092% hits;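 further: 0% = full enzyme activity and -100% = no enzyme basal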
* hit, by the source's call; & = joins results of further samples; [ ] = another dose, or the depositor's remark. The call rests on the fitted dose curve; in most records, active means well fitted curve in the direction sought with a large enough effect; inconclusive means small, poorly fitted or top-dose-only effect, or another doubt; inactive means no such curve, though single readings can be large; an effect the other way counts as inactive or inconclusive. Unless noted, on the % scale 0 is the no-effect control and ±100 the full control effect; potency means the concentration at half of the fitted maximal effect. Some of the compounds tested; the hit share may differ from the screen's.

`Cc1cc(N2CCN(Cc3ccccc3)CC2)n2nc(C)c(-c3ccccc3)c2n1` gave GCN5L2 inh -3% and FEN1 inhibitor 0%.
For Cc1cc(C(=O)NNC(=O)Nc2ccccc2)no1 the results were GCN5L2 inh 0%, FEN1 inhibitor 5% and N370S GC mod 0%.
For COc1cc(C(=O)NCCOc2cccc(C)c2)c(Br)c(OC)c1OC the results were GCN5L2 inh -2%, FEN1 inhibitor 0% and N370S GC mod 1%.
`COC(=O)c1ccc(NC(=O)CSc2nncc3ccc(OC)c(OC)c23)cc1` gave GCN5L2 inh 29%, FEN1 inhibitor 0% and N370S GC mod 0%.
Screening O=C(N/N=C/c1ccccn1)c1cc(-c2ccc(Br)cc2)nc2ccccc12 returned GCN5L2 inh -12%, FEN1 inhibitor -13% and N370S GC mod 18%.
COc1ccccc1CC(=O)Nc1cccc(F)c1 was read as GCN5L2 inh -2%, FEN1 inhibitor 1% and N370S GC mod 2%.
For CCOc1ccc(NC(=O)Nc2nnc(CC)s2)cc1 the results were GCN5L2 inh -8%, FEN1 inhibitor -2% and N370S GC mod -5%.
O=C(CCN1C(=O)/C(=C/c2cccs2)SC1=S)N1CCCCC1 was read as GCN5L2 inh -17%, FEN1 inhibitor 3% and N370S GC mod -4%.
For COc1ccc(NC(=O)c2sc3nc(C)c(C(=O)Nc4ccc(C)cc4C)c(-c4ccc(Cl)cc4)c3c2N)cc1 the results were GCN5L2 inh -10% and FEN1 inhibitor -18%.
Screening CC1(C)c2[nH]c3ccccc3c2C[C@H]2C(=O)N(CCCCCO)CC(=O)N21 returned GCN5L2 inh -12%, FEN1 inhibitor -1% and N370S GC mod -22%.
Screening COc1ccc(S(=O)(=O)N2CCOCC2)cc1NC(=O)Cc1ccc(Cl)c(Cl)c1 returned GCN5L2 inh 1%, FEN1 inhibitor -13% and N370S GC mod 9%.
`COc1ccc(C)cc1S(=O)(=O)N(CC(=O)N1CCCC1)c1ccccc1` gave GCN5L2 inh 5%, FEN1 inhibitor 4% and N370S GC mod 23%.
O=C(NC1CSC/C1=N\O)c1ccccc1 (stereo unspecified) was read as GCN5L2 inh 2%, FEN1 inhibitor -2% and N370S GC mod 1%[2.35 µM].
O=C(N[C@H]1CCC(=O)N(CCSc2ccc(Br)cc2)CC1)OCc1ccccc1 was read as GCN5L2 inh -1% and FEN1 inhibitor -6%&-21%.
`CCCCCCCC(=O)NN=C1CCN(Cc2ccccc2)CC1` gave GCN5L2 inh -1%, FEN1 inhibitor 4% and N370S GC mod 9%.
`CN(Cc1ccccc1O)CC1CCCN(CCc2ccc(Cl)cc2)C1` (stereo unspecified) gave GCN5L2 inh -7%, FEN1 inhibitor -13% and N370S GC mod -15%.
`CC1CCCC(NC(=O)C2N(CCCN3CCCC3)C(=O)C3C(C(=O)Nc4cccc(Cl)c4)C4C=CC32O4)C1C` (stereo unspecified) gave GCN5L2 inh -4%, FEN1 inhibitor -7% and N370S GC mod 2%.
Screening Cc1ccc(-c2ccc(CCC(=O)O)n2NC(N)=S)cc1 returned GCN5L2 inh 24%, FEN1 inhibitor 1% and N370S GC mod 6%.
Cc1cc(N2Cc3ccccc3C2)ccc1C=O was read as GCN5L2 inh 1%, FEN1 inhibitor 11% and N370S GC mod -4%.
Screening Cc1ccc(NC(=O)CCC(=O)NNS(=O)(=O)c2ccccc2)cc1C returned GCN5L2 inh -2%, FEN1 inhibitor 13% and N370S GC mod 4%.

Compounds shown so far that have an aryl methoxy group:
For COc1cc(C(=O)NCCOc2cccc(C)c2)c(Br)c(OC)c1OC the results were GCN5L2 inh -2%, FEN1 inhibitor 0% and N370S GC mod 1%.
`COC(=O)c1ccc(NC(=O)CSc2nncc3ccc(OC)c(OC)c23)cc1` gave GCN5L2 inh 29%, FEN1 inhibitor 0% and N370S GC mod 0%.
COc1ccccc1CC(=O)Nc1cccc(F)c1 was read as GCN5L2 inh -2%, FEN1 inhibitor 1% and N370S GC mod 2%.
For COc1ccc(NC(=O)c2sc3nc(C)c(C(=O)Nc4ccc(C)cc4C)c(-c4ccc(Cl)cc4)c3c2N)cc1 the results were GCN5L2 inh -10% and FEN1 inhibitor -18%.
Screening COc1ccc(S(=O)(=O)N2CCOCC2)cc1NC(=O)Cc1ccc(Cl)c(Cl)c1 returned GCN5L2 inh 1%, FEN1 inhibitor -13% and N370S GC mod 9%.
`COc1ccc(C)cc1S(=O)(=O)N(CC(=O)N1CCCC1)c1ccccc1` gave GCN5L2 inh 5%, FEN1 inhibitor 4% and N370S GC mod 23%.

Carrying on:
`CCOC(=O)c1[nH]c2c(c1-c1ccccc1)C(=O)CC(c1ccc(OCC)cc1)C2` (stereo unspecified) gave GCN5L2 inh 1%, FEN1 inhibitor 10% and N370S GC mod 15%.
Screening CN(CCO)Cc1csc2ccc(Br)cc12 returned GCN5L2 inh 0%, FEN1 inhibitor 0% and N370S GC mod 2%.
`COc1ccc(C(=O)O)c(OC)n1` gave GCN5L2 inh -1%, FEN1 inhibitor -9% and N370S GC mod 8%.
`O=C(O)Cc1ccc(NS(=O)(=O)c2ccc3ccccc3c2)cc1` gave GCN5L2 inh -4%, FEN1 inhibitor 18% and N370S GC mod 6%.
For COc1ccc(OC)c(/C=N/n2c(COc3ccccc3)n[nH]c2=S)c1 the results were GCN5L2 inh -11%, FEN1 inhibitor 16% and N370S GC mod 1%.
`Cc1c(Cl)cccc1-c1ccc(C(=O)N2CCN(c3ccc([N+](=O)[O-])cc3)CC2)o1` gave GCN5L2 inh -2%, FEN1 inhibitor 11% and N370S GC mod -12%.
CC(=O)OC(C(=O)NC1CCCCC1)c1ccc(C)cc1 (stereo unspecified) was read as GCN5L2 inh -3%, FEN1 inhibitor -13% and N370S GC mod 1%.
COc1ccc(C(c2nnnn2Cc2ccccc2)N2CCN(c3nc4ccccc4s3)CC2)cc1OC (stereo unspecified) was read as GCN5L2 inh -12%, FEN1 inhibitor -3% and N370S GC mod 12%.
Screening CC(CC(=O)Nc1cccc(Cl)c1)c1ccccc1 (stereo unspecified) returned GCN5L2 inh -9%, FEN1 inhibitor -11% and N370S GC mod 6%.
Screening COc1ccccc1-n1cnc2c(c1=O)c1nc3ccccc3nc1n2-c1ccc(C)cc1 returned GCN5L2 inh inconclusive, FEN1 inhibitor inconclusive and N370S GC mod 9%.
`Cc1cc(C(=O)OCC(=O)NCCc2ccccc2)c(C)o1` gave GCN5L2 inh -4%, FEN1 inhibitor -3% and N370S GC mod 2%.
OCc1cc([C@@H](O)CNCCCCCCOCCCCc2ccccc2)ccc1O was read as FEN1 inhibitor -7% and N370S GC mod inconclusive.
`O=C(c1cc(-c2ccc3c(c2)OCO3)on1)N1CCOCC1` gave GCN5L2 inh -5%, FEN1 inhibitor -12% and N370S GC mod 1%.
`CC(=O)Nc1ccc(S(=O)(=O)NC2(C(F)(F)F)NC(=O)N(C3CCCCC3)C2=O)cc1` (stereo unspecified) gave GCN5L2 inh -3%, FEN1 inhibitor -4% and N370S GC mod -17%.
O=C(Nc1nc2c(s1)CCCC2)C1COc2ccccc2O1 (stereo unspecified) was read as GCN5L2 inh -2%, FEN1 inhibitor -20% and N370S GC mod inconclusive.
For CC(C)NC(=O)CNc1ccc(C(F)(F)F)cc1[N+](=O)[O-] the results were GCN5L2 inh -2%, FEN1 inhibitor -10% and N370S GC mod -3%.
`CCc1ccccc1NC(=O)c1cc(S(=O)(=O)N2CCCC2)c[nH]1` gave GCN5L2 inh 1%, FEN1 inhibitor -2% and N370S GC mod 0%.
COc1ccc(NC(=O)C2CCN(S(=O)(=O)c3ccc4[nH]c(=O)oc4c3)CC2)c(OC)c1 was read as GCN5L2 inh -12%, FEN1 inhibitor 18% and N370S GC mod -2%.
For CCOC(=O)Cc1csc(N/C(=N/S(=O)(=O)c2cc(Br)ccc2OCC)c2ccccc2)n1 the results were GCN5L2 inh -11%, FEN1 inhibitor 1% and N370S GC mod inconclusive.
Cc1cc(F)ccc1NC(=O)C1CCC(CNS(=O)(=O)c2ccc3c(c2)CCCC(=O)N3)CC1 (stereo unspecified) was read as GCN5L2 inh -2% and FEN1 inhibitor 3%.
`O=C(O)c1oc2ccc(Br)cc2c1-n1cccc1` gave GCN5L2 inh -4%, FEN1 inhibitor -22% and N370S GC mod 4%.
Cc1ccc(C)c(CN2C(=O)c3ccccc3S(=O)c3ccc(C(=O)N4CCN(c5ccccc5F)CC4)cc32)c1 (stereo unspecified) was read as GCN5L2 inh -3% and FEN1 inhibitor -10%.
For O=C(Nc1ccc2oc(-c3cccc(F)c3)nc2c1)c1ccccc1F the results were GCN5L2 inh 2%, FEN1 inhibitor 5% and N370S GC mod 5%.
Screening CC(=O)Nc1ccc(SCC(CC(C)C)N2CCN(CCc3ccccc3)CCC2=O)cc1 (stereo unspecified) returned FEN1 inhibitor 3% and N370S GC mod -5%.
`O=C(Cn1c(=S)[nH]c2ncccc2c1=O)NCCc1ccccc1` gave GCN5L2 inh -3% and N370S GC mod 13%.
For O=C(Nc1ccc(F)c(Cl)c1)C1CCN(c2ncccn2)CC1 the results were GCN5L2 inh -1% and FEN1 inhibitor -2%.
`COc1cc(Nc2nc3ccccc3n3nnnc23)cc(OC)c1OC` gave GCN5L2 inh -1%, FEN1 inhibitor -5% and N370S GC mod 5%.
Screening COc1ccc(-c2cc(C(=O)NCCc3ccc(OC)c(OC)c3)c3c(-c4ccc(F)cc4)[nH]nc3n2)cc1 returned GCN5L2 inh -3% and FEN1 inhibitor -5%.
Screening Cc1ccc(S(=O)(=O)NCc2ccc(C(=O)N3CCN(Cc4ccccc4)CC3)cc2)cc1 returned GCN5L2 inh 0%, FEN1 inhibitor -23% and N370S GC mod 2%.
Screening CC1CCCN(C(=O)c2ccc(CNc3c(N4CCCCC4)c(=O)c3=O)cc2)C1 (stereo unspecified) returned GCN5L2 inh -4%, FEN1 inhibitor 24% and N370S GC mod 27%.
`CCN(CC)C(=O)C1CCCN(Cc2ccc3ccccc3c2)C1` (stereo unspecified) gave GCN5L2 inh -2%, FEN1 inhibitor -6% and N370S GC mod -5%.
O=S(=O)(Nc1nc2ccccc2nc1Cl)c1ccccc1C(F)(F)F was read as GCN5L2 inh -2%, FEN1 inhibitor 0% and N370S GC mod -1%.
For COC(=O)c1sc2ncn(CC(=O)NCCc3ccc(OC)c(OC)c3)c(=O)c2c1C the results were GCN5L2 inh 3%, FEN1 inhibitor -14% and N370S GC mod -5%.
CC(C)(C)N1CC23C=CC(C[C@@H]2C1=O)O3 (stereo partly specified) was read as GCN5L2 inh -1%, FEN1 inhibitor 2% and N370S GC mod 2%.
`COc1ccc(CN(C)C(=O)CCc2ccc(S(=O)(=O)N3CCCCCC3)cc2)c(OC)c1` gave GCN5L2 inh -6% and FEN1 inhibitor -19%.
Screening CC1Cc2ccccc2N1Cc1cccc(S(=O)(=O)N(C)C)c1 (stereo unspecified) returned GCN5L2 inh -30%, FEN1 inhibitor 13% and N370S GC mod 3%.
CCOC(=O)c1ccc(NC(=O)CCC(=O)NCc2ccco2)cc1 was read as GCN5L2 inh -2%, FEN1 inhibitor -1% and N370S GC mod -6%.
Screening O=C(O)C1CC=CCC1C(=O)Nc1cccc(C(=O)N2CCCCC2)c1 (stereo unspecified) returned GCN5L2 inh -1%, FEN1 inhibitor -14% and N370S GC mod 2%.
CCOC(=O)C(NC(=O)N(C)C)(Nc1sc(C)c(CC)c1C#N)C(F)(F)F (stereo unspecified) was read as GCN5L2 inh 0%, FEN1 inhibitor 7% and N370S GC mod 1%.
`Cc1sc2nc(SCC(N)=O)n(-c3ccccc3)c(=O)c2c1C` gave GCN5L2 inh -6%, FEN1 inhibitor 4% and N370S GC mod 15%.
`Cc1c(Cl)c([N+](=O)[O-])nn1CC(=O)NCC(C)C` gave GCN5L2 inh -5%, FEN1 inhibitor 2% and N370S GC mod -12%.
`NC(=O)CSc1ncc2c(n1)-c1ccccc1N(Cc1ccc(F)cc1)S2(=O)=O` gave GCN5L2 inh 1% and FEN1 inhibitor -5%.
Screening COc1ccc(-n2cnnc2SCC(=O)Nc2cccc(S(N)(=O)=O)c2)cc1 returned GCN5L2 inh -4%, FEN1 inhibitor 14% and N370S GC mod -3%.
`COC(=O)c1ccccc1NC(=O)Nc1ccc(Cl)cn1` gave GCN5L2 inh 3%, FEN1 inhibitor -4% and N370S GC mod 0%.
`COC(=O)c1cc(-c2c(C)oc3cc(O)ccc3c2=O)c(C)o1` gave GCN5L2 inh -7%, FEN1 inhibitor 6% and N370S GC mod 5%.
Screening CC1CC(=O)Nc2ccccc2N1S(=O)(=O)c1cccc(F)c1 (stereo unspecified) returned GCN5L2 inh 0%, FEN1 inhibitor 32% and N370S GC mod 2%.
Screening Cc1ccc(C(=O)N/C(=C/c2cccs2)C(=O)N2CCCCCC2)cc1 returned GCN5L2 inh -6%, FEN1 inhibitor -18% and N370S GC mod 14%.
Screening O=C(NCc1ccccc1)c1ncn[nH]1 returned GCN5L2 inh 17%, FEN1 inhibitor 22% and N370S GC mod 7%.
COc1cccc(CNC(=O)c2nn(-c3ccccc3Cl)nc2CO)c1 was read as GCN5L2 inh -7% and FEN1 inhibitor 6%.
